HKDC1 inhibitor: HKDC1 (human) hexokinase inhibition; 340,000 tested, 0.16% active; Q2TB90; recombinant HKDC1, G6PDH/diaphorase resazurin coupled fluorescence; inhibition, % at 20 µM;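 active = inhibition above about 35% when tested at 20 µM, limit read from the data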;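 note: plate controls were DMSO wells with enzyme for no effect and DMSO wells lacking enzyme for full effect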
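Material – in-house recombinant HK5 (HKDC1) enzyme · Quantity – HKDC1 at 5 µg/mL · Buffer or medium – pH 8.0 Tris buffer with 10 mM MgCl2 · Reagent – glucose with 1 mM ATP · Dosing – single 20 µM dose · Times – reaction time 90 min, room temperature, protected from light · Technique – resorufin fluorescence at 613 nm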
SENP7 block: blocks the human protease SENP7; inhibition, % at 5 µM; 330,000 tested, 1.5% active; Q9BQF6; recombinant SENP7, Z-RLRGG-aminoluciferin luminescence, 40 min; AID 434973;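 active = inhibition above about 50% at the single test dose, limit read from the data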;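 note: plate controls were DMSO with enzyme for no effect and no enzyme buffer wells for full effect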
Target sequence (Q9BQF6 706-1050 limits assumed): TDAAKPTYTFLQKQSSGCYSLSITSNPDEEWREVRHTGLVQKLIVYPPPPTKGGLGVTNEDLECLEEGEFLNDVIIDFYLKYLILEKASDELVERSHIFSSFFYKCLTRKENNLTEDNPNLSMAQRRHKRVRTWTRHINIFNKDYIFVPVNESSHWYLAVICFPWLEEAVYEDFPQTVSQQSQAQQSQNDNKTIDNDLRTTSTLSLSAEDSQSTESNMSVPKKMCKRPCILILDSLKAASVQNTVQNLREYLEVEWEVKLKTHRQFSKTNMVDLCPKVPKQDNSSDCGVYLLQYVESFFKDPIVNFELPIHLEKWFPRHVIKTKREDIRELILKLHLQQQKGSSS
SENP8 inh: SENP8 protease inhibition; Q96LD8; inhibition, % at 10 µM; 330,000 tested, 1.2% active; AID 2540; purified SENP8, Z-RLRGG-aminoluciferin cleavage, luminescence
Target sequence (Q96LD8 whole entry, looked up): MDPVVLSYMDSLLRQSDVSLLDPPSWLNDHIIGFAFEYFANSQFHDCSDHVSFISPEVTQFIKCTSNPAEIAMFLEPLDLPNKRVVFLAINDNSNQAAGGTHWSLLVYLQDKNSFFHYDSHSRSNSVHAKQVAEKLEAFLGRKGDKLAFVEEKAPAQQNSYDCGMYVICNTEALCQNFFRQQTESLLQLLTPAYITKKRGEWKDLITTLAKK
UBC13 inh: human UBC13 polyubiquitination inhibition; inhibition, % at 20 µM; 330,000 tested, 0.47% active; UBC13 polyubiquitin chain formation, TR-FRET; P61088; in the data active = inhibition above about 45%, passing the limit was not always enough; inconclusive = no clear call, values can overlap the other calls
Target sequence (P61088 whole entry, looked up): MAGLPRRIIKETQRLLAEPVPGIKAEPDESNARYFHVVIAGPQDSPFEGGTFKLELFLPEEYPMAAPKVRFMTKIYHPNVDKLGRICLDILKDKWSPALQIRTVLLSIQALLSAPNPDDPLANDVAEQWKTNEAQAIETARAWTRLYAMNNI
Gli-Sufu block: Gli-Sufu pathway antagonism | Sufu-KO-LIGHT fibroblasts, Gli luciferase reporter luminescence | inhibition, % at 5 µM | 340,000 tested, 0.74% active;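 active = inhibition above about 55%, limit read from the data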;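 note: 0% = DMSO-treated cells and 100% = wells with medium but no cells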
697 NFkB inh: lowers PMA/ionomycin-induced NF-kB signal in 697 B cells. inhibition, % at 4 µM. 330,000 tested, 0.33% active. 697 B-cell NF-kB luciferase reporter, 16 h; in the data active = inhibition above about 35%
Jurkat NFkB inh: lowers PMA/ionomycin-induced NF-kB signal in Jurkat cells; 330,000 tested, 0.53% active; AID 435003; inhibition, % at 4 µM; PMA/ionomycin-induced NF-kB luciferase reporter, luminescence
Apaf1 inhib: inhibitors of human Apaf-1 apoptosome; O14727; reconstituted apoptosome caspase-3 activity, DEVD-Rh110 fluorescence; inhibition, % at 20 µM; 330,000 tested, 0.71% active; AID 489030; active = inhibition of at least 40% at 20 µM;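 note: plate controls were DMSO wells for no effect and DEVD-CHO caspase inhibitor wells for full effect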
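detection = Rh110 fluorescence intensity | test system = biochemical Apaf-1 apoptosome reconstitution | also added = cytochrome c and DEVD-Rh110 substrate | schedule = 30 min plus 50 min, RT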
Starred values were filed as active, the others as inactive; ? = inconclusive. Cut-off read from the data, not from the text of the source, unless noted: active = inhibition above about 50%; inactive = the rest. Compounds as they come. About 3.6% of those tested had a hit in this group.

SMILES	HKDC1 inhibitor	SENP7 block	SENP8 inh	UBC13 inh	Gli-Sufu block	697 NFkB inh	Jurkat NFkB inh	Apaf1 inhib
Cc1ccc(C(=O)Nc2cccc(C(=O)O)c2)cc1	-0.2	98.7*	95.3*	-8.0	-132.9	17.0	73.0*	7.1
O=C(Nc1ccc(N2CCN(C(=O)c3ccco3)CC2)c(Cl)c1)c1c(F)c(F)c(F)c(F)c1F	-0.2	9.9	7.6	-1.5	5.1	13.3	1.3	15.3
Cc1nc(SCC(=O)N2CCOCC2)c2c3c(sc2n1)CCC3	3.7	-3.6	9.0	1.8	11.7	-9.3	-3.5	2.3
O=C(Cn1c(=O)[nH]c2ccsc2c1=O)NC1CCCCC1	-3.1	2.1	-1.6	1.4	2.7	1.2	8.5	-7.8
COc1ccc(N2C(=O)C3CCCN3C2c2ccc(C)o2)cc1Cl (centres undefined)	0.4	-5.2	-3.6	-0.4	-1.3	17.3	0.7	5.9
CC1CCCC(NC(=O)c2cccc(S(=O)(=O)N3CCN(c4ccccc4)CC3)c2)C1C (centres undefined)	0.1	5.4	-5.9	-7.6	43.1	-38.2	14.7	-0.6
CCOC(=O)CCc1c(C)c2ccc(OCC)c(C)c2oc1=O	-8.8	1.0	1.0	5.9	-1.3	2.7	-9.4	-36.7
O=C(NNS(=O)(=O)c1ccc(Cl)cc1)c1cnn(-c2ccccc2)c1-n1cccc1	-0.7	4.1	5.5	1.8	10.3	15.6	-6.0	3.5
O=C(Cc1ccccc1)N1CCNCC1	-13.1	-1.9	-2.8	-0.8	2.7	32.1	3.4	-4.2
C=CCN(CC=C)CCOc1ccccc1[N+](=O)[O-]	-12.1	-0.9	-3.3	3.5	2.8	-15.7	-7.1	-13.8
O=[N+]([O-])c1cc([N+](=O)[O-])c(Oc2cc(Cl)cc(Cl)c2)cc1NN1CCCCC1	-2.5	-11.3	5.3	-7.5	-11.2	7.7	7.4	1.0
O=C(NCC(c1ccco1)N1CCc2ccccc2C1)c1c(F)cccc1F (centres undefined)	-4.7	-1.4	-4.1	-1.6	-4.5	24.2	-2.7	9.4
CCCNC(=O)C1CCN(S(=O)(=O)c2cccs2)CC1	8.4	-10.9	-3.0	4.3	3.4	9.6	-0.3	-7.4
CC(=O)c1ccc(OCCCC(=O)OCc2nnc(-c3ccc(Cl)cc3)o2)cc1	-8.0	-5.1	-8.7	-19.7	-18.8	-33.2	-18.3	15.6
N#CC1CN(Cc2ccccc2)CN(Cc2ccccc2)C1	-0.9	5.2	7.1	-2.8	1.3	-17.2	-0.5	-2.4
Cc1cccc(NC(=O)c2nc[nH]c2C(=O)N[C@@H](Cc2ccccc2)C(=O)OC(C)(C)C)c1	12.5	7.7	-5.6	-21.0	-1.9	-23.2	-1.5	12.4
Cc1cc(NC(=O)CSc2nc(CCC3CCCC3)nc3ccccc23)no1	0.0	-1.2	3.1	26.7	13.7	-10.3	2.2	9.9
O=S1(=O)CCC(N=Cc2cc(Br)ccc2O)C1 (centres undefined)	6.8	1.2	6.8	-7.1	0.8	-14.9	-15.2	2.0
COc1ccc(N2C(=O)C3CCCN3C2c2cc(OC)c(OC)c(OC)c2)cc1 (centres undefined)	-2.0	36.1	-7.7	-11.6	-7.3	-2.9	-10.3	-6.1
COc1ccc(-c2nc(C#N)c(N3CCCCC3)o2)cc1	1.8	-0.3	-7.1	9.7	6.0	11.8	16.5	13.2
Cc1csc(NC(=O)c2ccc(C)s2)n1	1.1	0.5	-2.7	-15.0	-3.6	-37.9	-1.1	-6.6
CCOc1ccccc1NC(=O)Cn1c(=O)sc2ccccc21	-4.5	-6.6	-14.6	-0.5	15.8	-13.5	-0.9	-0.8
COc1ccccc1N1CCN(C(=O)/C=C/c2c(Cl)nc3ccccn23)CC1	-2.6	13.4	-2.7	-12.0	-11.4	-14.9	-2.2	8.2
CCOc1cc2c(cc1/C=C/C(=O)O)OC(C)C2 (centres undefined)	-0.1	3.6	-7.9	11.7	-10.5	8.9	-14.8	-12.7
Cc1ccc2nc(-c3ccc(NC(=O)COC(=O)c4ccc(=O)[nH]c4)cc3)sc2c1	-13.8	-0.2	7.5	5.1	-108.5	-90.8	-136.9	-4.2
Cc1ccc(N=CNc2ccc(C)cc2C)c(C)c1	-4.1	12.0	-14.2	3.5	-0.4	-15.2	3.0	-9.5
NNc1nc2sc3c(c2c(=O)n1C1CCCCC1)CCN(Cc1ccccc1)C3	-2.5	-2.2	5.0	-21.1	6.8	-22.6	-6.8	10.3
COc1ccc(CCNC(=O)/C=C\c2ccccc2)cc1OC	16.6	0.7	3.0	5.5	-2.1	20.3	2.3	-5.4
COc1cccc(N2C(=O)CN(Cc3cc(OC)c(OC)c(OC)c3)C2=S)c1	-3.5	-6.2	2.2	5.7	22.6	0.8	-5.7	6.3
CCOC(=O)c1cccc(NC(=O)c2cncc(Br)c2)c1	9.0	-9.1	-17.0	-5.1	-23.8	-22.8	-22.9	0.0

Results in 697 NFkB inh, for some of the entries so far:
Molecule,697 NFkB inh
CCOc1cc2c(cc1/C=C/C(=O)O)OC(C)C2 (centres undefined),8.9
CCOC(=O)c1cccc(NC(=O)c2cncc(Br)c2)c1,-22.8
COc1ccc(CCNC(=O)/C=C\c2ccccc2)cc1OC,20.3
COc1ccc(N2C(=O)C3CCCN3C2c2cc(OC)c(OC)c(OC)c2)cc1 (centres undefined),-2.9

Later entries.
SMILES	HKDC1 inhibitor	SENP7 block	SENP8 inh	UBC13 inh	Gli-Sufu block	697 NFkB inh	Jurkat NFkB inh	Apaf1 inhib
O=C(CCSc1ccccc1)OCn1nnc2ccccc2c1=O	17.2	-2.5	5.5	-1.3	-1.8	-2.2	6.0	6.4
COc1cccc(OCC(=O)N(C)Cc2nc(-c3ccccc3)no2)c1	0.6	-2.7	-5.6	-0.7	-24.2	-1.5	-2.6	-17.6
COc1ccc(CCNC(=O)CSc2nc3[nH]ncc3c(=O)n2-c2ccc(Br)cc2)cc1OC	10.3	3.3	-2.7	2.5	-1.0	-5.1	-0.5	4.8
CS(=O)(=O)N(CC(=O)N1CCC(C(N)=O)CC1)c1cc(C(F)(F)F)ccc1Cl	10.9	4.9	7.5	-5.2	-6.7	-1.2	15.6	4.2
CC(OC(=O)c1ccc(Cl)nc1)C(=O)N1CCc2ccccc21 (centres undefined)	-3.0	-3.5	4.8	-4.9	2.5	-15.7	-15.6	0.0
COc1cc(CN2CCCC(CO)(Cc3ccccc3)C2)ccc1O (centres undefined)	-6.3	1.2	-5.4	-2.9	-4.6	8.5	10.5	2.4
COc1ccc(CCNC(=O)c2cc(S(=O)(=O)N3CCCCC3)ccc2Cl)cc1	-0.1	3.5	-5.2	-9.1	-4.4	-6.1	-3.9	12.4
CC(=O)c1c(O)cc2n(c1=O)-c1ccc(Cl)cc1C2(C)C	-11.5	-3.1	-3.1	?	0.0	10.4	6.2	1.7
CCOc1cc(N2CCOCC2)c(OCC)cc1NC(=O)COC(=O)CCOc1ccc(C(C)(C)C)cc1	5.5	-5.5	-1.3	-4.1	-6.7	1.2	16.1	29.3
CSc1ncc(F)c(N(CCO)CCO)n1	11.8	1.2	3.7	9.6	-0.8	6.4	2.0	2.9
COc1ccc(NC(=O)CCCn2cnc3ccccc3c2=O)c(OC)c1	-1.7	-1.2	-15.3	-3.2	-7.4	-7.0	-12.1	3.4
Cc1ccc(-c2nn(C)c(=O)c3ccccc23)cc1S(=O)(=O)NCCN1CCOCC1	-7.2	4.4	4.8	-3.1	30.4	4.1	1.0	-6.2
O=C(N/N=C/c1cn(-c2ccccc2)nc1-c1ccc(F)cc1)c1ccc(Br)o1	-3.9	-1.7	-5.8	-29.3	8.0	-21.3	-27.2	13.0
CCNS(=O)(=O)c1ccc(C(=O)OCC(=O)N2CCCc3ccccc32)cc1	0.9	6.3	-5.9	11.4	1.3	8.1	12.0	-0.8
Cc1ncc(C[n+]2csc(C)c2C)c(N)n1	-3.9	-0.4	2.3	30.8	-5.6	7.1	10.8	-6.0
CCCCOc1ccc(N=Nc2ccc(N)nc2N)cn1	1.2	-1.9	-12.3	-130.0	-50.2	-81.8	-72.0	15.8
CCc1cccc(CC)c1NC(=O)c1ccccc1	-8.7	-3.4	-2.6	7.0	0.9	7.5	7.0	-6.8
Nn1c(SCC(=O)Nc2nccs2)nnc1-c1cccnc1	-10.5	-8.2	-10.3	-14.2	-25.1	5.4	-6.6	17.3
COc1cccc(/C=C/C(=O)N2CCN(c3n[nH]c(=O)[nH]c3=O)CC2)c1OC	0.5	6.2	-0.4	-3.1	6.0	3.2	4.6	-1.5
CCS(=O)(=O)c1nc(S(=O)(=O)c2ccc(Cl)cc2)c(NCCCN2CCCC2=O)s1	-1.6	-10.8	-11.9	-2.6	-29.5	-0.2	-4.9	0.2
Cc1ccnc2nc(C(=O)OCC(=O)NC(=O)NCc3ccco3)nn12	-6.8	7.5	3.6	1.7	1.3	19.9	-3.9	-6.6
O=C(NCCCN1CCCC1)Nc1cccc2ccccc12	8.1	4.0	0.6	4.4	-6.2	18.0	-2.7	-7.5
Cc1ccc(N2CC(C(=O)N3CCc4ccccc43)CC2=O)cc1 (centres undefined)	-11.3	-8.3	-11.0	-8.1	2.4	-24.3	-7.6	6.8
O=C(CCc1nc2ccccc2c(=O)[nH]1)N1CCN(c2ccccc2Cl)CC1	3.4	-2.1	7.2	6.6	7.5	-5.3	-1.3	-3.2
Cc1ccc(NC(=O)CN2CCOCC2)cc1Cl	-4.6	0.1	5.2	6.2	0.8	2.2	10.2	-5.6
COc1ccc(OC2CCN(S(=O)(=O)c3ccc(C(C)=O)cc3)CC2)cc1	-2.1	4.4	2.0	-2.0	0.8	-5.7	22.0	18.2
COc1ccc(OC)c(-c2cc(C(=O)Nc3c(C)nn(Cc4ccccc4)c3C)no2)c1	11.2	-0.8	-5.2	0.4	32.9	-13.3	-17.0	9.2
Cc1ccccc1C(=O)Nc1ccc(N2CCN(C(=O)c3ccco3)CC2)cc1	-7.9	2.4	1.8	2.5	0.7	3.2	11.1	4.5
CC(C)N(C(=O)[C@H]1CC(CC(=O)NCCc2ccccn2)C(=O)N2CCc3c([nH]c4ccccc34)[C@]12C)C(C)C (some centres undefined)	-4.9	4.9	-5.8	-9.1	-9.8	-7.5	4.3	-3.3
CC(=O)Nc1ccc(S(=O)(=O)Nc2ccccc2C(=O)N2CCCCCC2)cc1	1.3	-3.3	2.4	-1.5	5.3	-2.1	-1.5	-2.3

Records listed so far shown as hits in SENP7 block:
SMILES | HKDC1 inhibitor | SENP7 block | UBC13 inh | 697 NFkB inh | Jurkat NFkB inh
Cc1ccc(C(=O)Nc2cccc(C(=O)O)c2)cc1 | -0.2 | 98.7* | -8.0 | 17.0 | 73.0*

Later entries
SMILES	HKDC1 inhibitor	SENP7 block	SENP8 inh	UBC13 inh	Gli-Sufu block	697 NFkB inh	Jurkat NFkB inh	Apaf1 inhib
Cc1ccc2ncnc(NCCCCCC(=O)O)c2c1	-6.6	5.3	-2.2	-2.3	-0.8	4.8	2.2	0.2
O=C(CCCOc1ccccc1)N1CCN(C(=O)c2ccco2)CC1	-2.7	0.9	0.2	0.5	-11.2	-12.5	-12.7	1.0
Cc1[nH]n(-c2ccccc2)c(=O)c1C1(C(F)(F)F)C(=O)N(c2ccccc2)C2=C1C(=O)CC(C)(C)C2 (centres undefined)	13.9	-7.7	-10.7	-13.7	5.3	9.6	2.5	8.5
COCCn1c(Cc2ccccc2)nnc1SC(C)C(=O)NC1CC1 (centres undefined)	2.2	-5.0	3.4	4.9	3.6	13.5	-8.1	-10.9
COc1ccc(N2CCN(C(=O)C(=O)c3cn(CC(=O)N4CCOCC4)c4ccccc34)CC2)cc1	-0.8	-17.8	-9.1	-3.6	0.9	-3.9	-21.4	5.9
COc1ccc(OC)c(CC(NC(C)=O)C(=O)NC2CCN(c3nc(OC)nc(OC)n3)CC2)c1 (centres undefined)	-5.3	-7.0	-8.5	-6.5	-6.2	-3.2	-3.8	-8.5

Screens as filed in PubChem BioAssay.
